# 697 NFkB inh – inhibitors of the PMA/ionomycin-induced NF-kB reporter in 697 B cells. inhibition, % at 4 µM. hit rate 0.33% among 330,000. 697 B-cell NF-kB luciferase reporter, 16 h. AID 435022; in the data active means inhibition above about 35%
# Jurkat NFkB inh – lowers PMA/ionomycin-induced NF-kB signal in Jurkat cells. PMA/ionomycin-induced NF-kB luciferase reporter, luminescence. inhibition, % at 4 µM. hit rate 0.53% among 330,000; in the data active means inhibition above about 50%
# CCR6 antag – blocks CCL20-driven beta-arrestin recruitment at human CCR6 | CHO-K1 CCR6 PathHunter beta-arrestin, luminescence, CCL20-stimulated | inhibition, % at 20 µM | hit rate 0.49% among 340,000;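 active means compounds whose inhibition of the agonist-driven luminescence signal at 20 µM reaches about 50%, limit read from the data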;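 further: cells stimulated with CCL20 at 14 nM final; plate controls were DMSO with CCL20 for no effect and DMSO without agonist for full effect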
# UBC13 polyUb – inhibitors of human UBC13 polyubiquitin chain formation | P61088 | hit rate 0.47% among 330,000 | AID 485273 | TR-FRET | inhibition, % at 20 µM; in the data active means inhibition above about 45%, passing the limit was not always enough
# Target sequence (P61088 whole entry, looked up): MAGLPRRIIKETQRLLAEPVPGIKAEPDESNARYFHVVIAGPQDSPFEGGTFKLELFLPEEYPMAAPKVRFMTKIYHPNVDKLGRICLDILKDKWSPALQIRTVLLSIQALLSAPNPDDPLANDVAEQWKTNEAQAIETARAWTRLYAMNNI
# CXCR6 inh – CXCR6 (human) receptor inhibition; CHO-K1 PathHunter CXCR6 beta-arrestin, luminescence; inhibition, % at 20 µM; hit rate 0.36% among 360,000; AID 602244; in the data active means inhibition above about 34%, passing the limit was not always enough;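 further: antagonist mode with CXCL16 agonist at 10 nM final; 0% = 10 nM CXCL16 with DMSO and 100% = unstimulated wells without agonist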
# Target sequence (O00574 whole entry, looked up): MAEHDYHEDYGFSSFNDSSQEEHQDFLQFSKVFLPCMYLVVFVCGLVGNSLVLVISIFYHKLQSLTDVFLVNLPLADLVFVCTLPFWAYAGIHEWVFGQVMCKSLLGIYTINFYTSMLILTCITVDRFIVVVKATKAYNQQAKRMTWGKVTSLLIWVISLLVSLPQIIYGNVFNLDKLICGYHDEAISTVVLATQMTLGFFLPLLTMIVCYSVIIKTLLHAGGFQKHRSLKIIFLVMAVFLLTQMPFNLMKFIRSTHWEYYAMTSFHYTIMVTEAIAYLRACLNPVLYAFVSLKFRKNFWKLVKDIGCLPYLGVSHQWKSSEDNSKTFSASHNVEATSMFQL
# Gli-Sufu block – blocks Gli-Sufu signaling in a luciferase reporter; Sufu-KO-LIGHT fibroblasts, Gli luciferase reporter luminescence; inhibition, % at 5 µM; hit rate 0.74% among 340,000;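 active means inhibition above about 55%, limit read from the data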;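 further: 0% = DMSO-treated cells and 100% = wells with medium but no cells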
# EBI2 antag – antagonists of human EBI2 receptor; P32249; EBI2 beta-arrestin recruitment, luminescence, 7a,25-OHC stimulated; inhibition, % at 5 µM; hit rate 0.81% among 360,000; AID 651636; in the data active means inhibition above about 38%;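 further: enzyme fragment complementation signal reports receptor beta-arrestin coupling in cells; 0% = agonist plus DMSO wells and 100% = wells without agonist; some results beyond the cut were filed as inactive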
# Target sequence (P32249 whole entry, looked up, the tested form may be a part): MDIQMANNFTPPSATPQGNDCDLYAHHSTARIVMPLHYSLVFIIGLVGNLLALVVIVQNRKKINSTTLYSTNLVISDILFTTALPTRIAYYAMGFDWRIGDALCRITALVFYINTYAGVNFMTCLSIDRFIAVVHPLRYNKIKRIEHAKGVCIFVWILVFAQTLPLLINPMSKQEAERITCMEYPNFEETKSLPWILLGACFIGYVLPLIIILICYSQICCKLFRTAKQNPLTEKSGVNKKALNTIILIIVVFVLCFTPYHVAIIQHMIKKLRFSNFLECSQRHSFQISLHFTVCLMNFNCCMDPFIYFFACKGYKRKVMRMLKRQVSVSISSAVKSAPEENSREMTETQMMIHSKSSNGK
# APJ antag – blocks the human apelin receptor APJ. P35414. CHO-K1 APJ beta-arrestin complementation, luminescence. inhibition, % at 20 µM. hit rate 0.32% among 330,000;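 active means inhibition above about 40% at 20 µM, limit read from the data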;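 further: cells challenged with 10 nM apelin-13 agonist together with compound; plate controls were apelin-13 plus DMSO wells for no effect and DMSO wells lacking apelin-13 for full effect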
# * marks the source's active call; other numbers are inactive results; nt = not tested or not shown. Random draw from the library. Share with any hit: about 3%.
SMILES,697 NFkB inh,Jurkat NFkB inh,CCR6 antag,UBC13 polyUb,CXCR6 inh,Gli-Sufu block,EBI2 antag,APJ antag
CC(C)c1ccc(NC(=O)N2CCC(c3nc4ccccc4o3)CC2)cc1,-28,-1,14,14,-2,6,2,-5
Nc1nc(=S)ss1,nt,nt,20,nt,6,7,-1,nt
Cc1nn(C)cc1S(=O)(=O)N1CCN(c2cccc(Cl)c2)CC1,13,-1,6,4,-2,0,1,4
Cc1cccc(CCNC(=O)C2CCC(=O)N2Cc2ccc(F)cc2)c1 (stereo not drawn),15,4,6,15,4,-7,9,9
C=COCCn1c(-c2nonc2N)nc2ccccc21,-23,12,11,-1,1,12,-13,-8
COc1cc(-c2nnc(SCC(=O)Nc3cc(C)on3)n2C)cc(OC)c1O,25,8,18,2,-5,1,-11,2
Cn1c(N)c(C(=O)COC(=O)c2ccc(Cl)nc2)c(=O)n(C)c1=O,3,3,-17,0,-6,1,-5,3
CCOCCCNC(=O)C1CCN(S(=O)(=O)c2cc(Br)cc3c2N(C(=O)CC)CC3)CC1,23,-3,10,1,-8,-10,-1,12
O=C(Nc1ccc(-n2cnnn2)cc1)C1CCCN1C(=O)Nc1ccc(Br)cc1 (stereo not drawn),19,25,12,-1,-3,42,4,11
N#Cc1c(N)nc(SCC(=O)NC2CCCCC2)c(C#N)c1-c1ccc(Cl)cc1,9,19,25,-12,10,0,1,0
Cc1ccc(/C=C2\OC(=O)c3ccccc32)cc1,-176,-138,-7,24,-1,5,3,7
C=CCn1c(SCC(=O)NC23CC4CC(CC(C4)C2)C3)nc(O)cc1=O,-3,-6,7,-6,4,1,5,-20
COc1ccccc1CNC(=O)CN1C(=O)c2ccccc2S1(=O)=O,4,11,8,0,-1,11,1,16
C=CCOc1ccc(CNc2nccs2)cc1,18,8,-5,11,-4,-26,3,5
COc1ccc(-c2ncc3ccccn23)cc1,7,-18,5,-7,6,-22,-25,-6
Cc1ccc(-c2noc(-c3ccccc3C(=O)NCC3CCCO3)n2)cc1 (stereo not drawn),-19,-24,22,-9,12,-9,9,7
CC(C)NC(=O)COc1ccc(S(=O)(=O)N2CCOCC2)cc1,3,2,4,5,-3,2,0,10
C/C(=N\N1CCCCC1)c1ccccc1O,-1,-23,5,3,1,-23,0,15
COc1ccc(C(=O)Nc2ccc3oc(-c4cccnc4)nc3c2)cc1OC,-39,-6,-2,6,-8,20,1,-4
O=C(N/N=C/c1ccc(Br)cc1)c1ccc(NC(=O)c2ccccc2)cc1,nt,nt,-1,nt,-3,-3,-6,nt
Cn1c(=O)n(C)c2cc(NC(=O)Cc3ccccc3[N+](=O)[O-])ccc21,10,2,2,-3,0,1,-10,21
CCCCN(C(=O)c1cc(=O)[nH]c2ccccc12)c1c(N)n(CCC)c(=O)[nH]c1=O,7,-2,-1,-12,nt,9,nt,11
COC(=O)c1ccc(C(=O)OC)c(NC(=O)CN2CCN(c3ccccc3OC)CC2)c1,-39,-15,5,-8,-1,14,13,-4
O=C(C1CCCO1)N1CCN(S(=O)(=O)c2ccc(Cl)cc2)CC1 (stereo not drawn),9,-1,-6,1,5,-4,-9,-30

# Quoted at random: five entries already listed
SMILES,697 NFkB inh,Jurkat NFkB inh,CCR6 antag,UBC13 polyUb,CXCR6 inh,Gli-Sufu block,EBI2 antag,APJ antag
C=CCOc1ccc(CNc2nccs2)cc1,18,8,-5,11,-4,-26,3,5
CC(C)NC(=O)COc1ccc(S(=O)(=O)N2CCOCC2)cc1,3,2,4,5,-3,2,0,10
Cn1c(=O)n(C)c2cc(NC(=O)Cc3ccccc3[N+](=O)[O-])ccc21,10,2,2,-3,0,1,-10,21
Cc1ccc(-c2noc(-c3ccccc3C(=O)NCC3CCCO3)n2)cc1 (stereo not drawn),-19,-24,22,-9,12,-9,9,7
O=C(N/N=C/c1ccc(Br)cc1)c1ccc(NC(=O)c2ccccc2)cc1,nt,nt,-1,nt,-3,-3,-6,nt

# The results go on:
SMILES,697 NFkB inh,Jurkat NFkB inh,CCR6 antag,UBC13 polyUb,CXCR6 inh,Gli-Sufu block,EBI2 antag,APJ antag
Cc1ccc2cccc(OC(=O)/C=C\c3ccccc3)c2n1,-11,8,27,-8,43*,6,3,18
O=C(COC(=O)C1CC2CCCC(C1)C2=O)NNC(=O)c1ccccc1F (stereo not drawn),-23,0,3,-3,-6,0,-6,-28
Oc1c(Cl)cc(Cl)cc1C=Nc1ccc(Br)cc1,-12,-11,2,-4,3,-94,-2,-1
Cc1ccc(CNC(=O)Cn2ccc3ccccc3c2=O)o1,18,-14,10,8,-8,-2,5,3
CC(=O)c1ccc(NC(=S)NCCc2cccc(Cl)c2)cc1,-68,-67,17,26,-6,-30,4,-3
CC(C)=Nc1ccccc1C1COC(=O)C1=N (stereo not drawn),-43,-4,4,-9,-4,-1,-7,-25
N#Cc1ccc(OCc2nnc(SCC(=O)c3ccccc3)n2-c2ccccc2)cc1,-14,-1,13,-1,1,0,12,16
COc1ccc(NC(=O)CSc2ncnc3c2cnn3Cc2ccccc2)cc1,20,25,-9,-5,0,5,5,-1
O=C(Nc1c(Br)cc2c(c1Br)Cc1cc([N+](=O)[O-])ccc1-2)C(Cl)Cl,nt,nt,4,nt,-1,6,-7,nt
O=C(CSc1nc(=O)n2ccccc2n1)N1N=C(c2cccs2)CC1c1ccc(F)cc1 (stereo not drawn),-4,-3,19,-3,10,3,25,11
COc1ccc(Cl)cc1-c1nc(N)nc(N(C)C)n1,-14,-11,4,-10,0,-12,3,5
COc1ccc(C(=O)N2CCN(c3ncccn3)CC2)cc1S(=O)(=O)N1CCOCC1,1,6,-1,1,-10,-9,-2,-4
CN(C)CCN(C(=O)c1ccc(N2C(=O)CCC2=O)cc1)c1nc2cc3c(cc2s1)OCCO3,-10,-67,nt,-5,nt,nt,nt,12
COc1ccc(C2NC(=S)NC3=C2CCc2cc(OC)ccc23)cc1 (stereo not drawn),19,-11,1,-1,5,10,-6,15
Cc1ccc(/C=N/NC(=O)c2nnn(-c3nonc3N)c2-c2cccs2)cc1,-14,14,9,2,-6,2,4,-7
O=C(Cc1ccccc1)Nc1cc2c(cc1Cl)OCCCO2,-78,-63,-2,1,3,-57,-8,1
CCCn1c(N)c(CC)c(=O)[nH]c1=O,23,-2,-19,-14,1,3,-10,0
Cc1cccc2sc(N(CCN(C)C)C(=O)/C=C/c3cccs3)nc12,6,18,3,0,-5,7,9,20
CC(C)=CCC[C@](C)(O[C@@H]1O[C@H](CO[C@@H]2OC[C@@H](O)[C@H](O)[C@H]2O)[C@@H](O)[C@H](O)[C@H]1O)C1CC[C@]2(C)C1[C@H](O)CC1[C@@]3(C)CC[C@H](O[C@@H]4O[C@H](CO)[C@@H](O)[C@H](O)[C@H]4O)C(C)(C)C3CC[C@]12C (stereo partly drawn),1,-9,-7,45,-1,2,-1,-23
CCCCNCCS(=O)(=O)NCc1ccccc1OC,nt,nt,10,nt,4,35,-4,nt
O=C(c1cc2ncc(Br)cn2n1)N1CCN(C(=O)c2ccco2)CC1,10,-4,-9,-2,-2,10,-2,-19
O=C(CC1(O)C(=O)N(C/C=C/c2ccccc2)c2ccccc21)c1ccccn1 (stereo not drawn),20,3,7,4,3,-1,-8,-15
NNC(=O)c1cc2c(s1)-c1cc(Cl)ccc1SC2,-13,10,4,14,-10,-10,-1,13
COc1ccc(F)cc1C(=O)C1CCCN(C(=O)c2ccccc2N(C)C)C1 (stereo not drawn),-4,12,28,1,8,-3,8,19
COc1ccc(O)c(-c2[nH]ncc2C(=O)c2ccccc2)c1,10,5,8,3,8,-14,6,9
COc1ccc(C2C(C(=O)Nc3cccnc3)=C(C)Nc3nc(-c4ccco4)nn32)cc1 (stereo not drawn),13,4,7,-3,3,3,4,-49
Cc1cc(F)ccc1S(=O)(=O)Nc1ccc(C(=O)N(C)Cc2ccco2)cc1,17,10,12,-3,-10,-6,-3,1
COc1ccc([N+](=O)[O-])cc1NC(=O)CCS(=O)(=O)c1ccc(Br)cc1,1,-14,-1,-4,0,-5,1,16
Clc1ccc(OCc2nnc(-c3ccccc3Br)o2)c(Cl)c1,-127,-88,2,3,1,-115,5,2
CCS(=O)(=O)c1ccc2c(c1)NC(=O)C(CCCl)O2 (stereo not drawn),17,-26,-1,-11,0,4,0,-2
O=C(NC(=S)Nc1ncccn1)c1ccc(Cl)cc1Cl,-126,-84,18,19,15,1,-3,16
CCc1cccc(OCCn2nc(C(=O)O)c3ccccc3c2=O)c1,-22,-4,19,4,5,-23,0,18
COC(=O)c1cc(C#N)c(Oc2ccc(F)cc2)nc1C,-8,-6,1,11,12,-6,1,-4
Cc1ccc(C)c(-n2c3nc(=O)n(C)c(=O)c-3cc3ccccc32)c1,-6,-9,7,13,8,-9,-2,13
CCOC(=O)CSc1nnc2c3ccccc3n(C)c2n1,-2,-6,-4,-12,0,12,-13,10
Cc1ccc(S(=O)(=O)NCC(c2ccc3c(c2)OCO3)N2CCOCC2)cc1 (stereo not drawn),14,23,-2,2,-4,2,8,20
CC(C)C[C@]1(c2ccccc2)ON(c2ccccc2C(F)(F)F)C1=O,16,14,21,15,0,-15,-12,8
Cc1ccc(Cn2c(C3CCCN3c3nc(C)cs3)nc3cc(C(F)(F)F)ccc32)cc1 (stereo not drawn),17,25,25,-3,15,14,21,31
CC1(C)CC(=O)C(CC(=O)NC2CCCc3ccccc32)C(=O)C1 (stereo not drawn),-5,-5,0,3,-11,-6,-12,18
CC(=O)Nc1ccc(Nc2nnc(-c3ccc(C)c(S(=O)(=O)NCC4CCCO4)c3)c3ccccc23)cc1 (stereo not drawn),20,-7,3,-2,-5,4,-1,5
CSc1sccc1/C=N/NC(=O)c1ccncc1,13,10,2,-4,-11,9,-4,8
Cc1cccc(C)c1NC(=O)C1c2ccccc2Oc2ccccc21,14,-11,0,-14,1,10,9,-15
O=C(NCCc1c[nH]c2ccccc12)C(F)(F)F,-9,-15,9,-9,-12,0,-3,-9
CNC(=O)/C(C#N)=C/c1c(N2CC(C)OC(C)C2)nc2ccccn2c1=O (stereo not drawn),-21,4,1,6,1,0,-7,-3
O=C1CN(C(=O)CSc2nnc(C3CC3)n2-c2ccccc2)c2ccccc2N1,8,2,-5,10,6,-17,1,9
O=C(Nc1ccccc1)Nc1nc(-c2ccc(Cl)cc2)cs1,-22,-1,-11,-15,-11,-13,1,3
CC(C)(C)SCCNC(=O)/C=C/c1ccccc1,-38,-23,12,-5,-2,-23,34,6
CC1=C/C(=C\c2ccc(Br)o2)C(=O)O1,7,4,-4,0,4,0,-3,-14
COc1ccc(Cl)cc1NC(=O)CN(C)C(=O)c1ccc(COc2ccccc2)cc1,2,-3,12,8,0,10,15,-12
COC(=O)c1c(NC(=O)CN(C)CC(=O)Nc2ccc(C)cc2)sc2c1CCC(C)C2 (stereo not drawn),13,4,17,20,13,-6,3,11
COc1ccccc1N1CCN(C(=O)c2ccccc2SCC(=O)N2CCCC2)CC1,5,10,13,-5,1,0,0,10
COc1ccc(CCNCc2cc3ccc(C)cc3[nH]c2=O)cc1OC,0,12,16,2,0,13,-5,5
Cc1ccc(C(=O)Nc2ccc(C)c(S(=O)(=O)Nc3ccccc3Cl)c2)s1,-4,7,16,-1,7,3,4,8
CCc1nn(C)c(-c2n[nH]c(=S)n2N)c1Cl,17,-2,-11,13,9,-2,-5,5
CC1CCCC(NC(=O)c2ccncc2)C1C (stereo not drawn),0,6,-2,5,-4,3,-1,-14
CCOC(=O)Cc1csc(NC(=O)CCCC(=O)O)n1,9,13,-6,2,2,2,-1,-4
Cc1ccc(OC2=NS(=O)(=O)c3ccccc32)cc1,-6,6,8,1,-7,0,-2,4
CCCCn1cnc2c(SCc3ccccn3)nc(N)nc21,nt,nt,-2,nt,-6,-3,-6,nt
O=C(NNc1nc(-c2ccccc2)c2cc(Br)ccc2n1)c1ccc(S(=O)(=O)N2CCCCC2)cc1,20,-2,15,-24,12,-13,24,11

# Screening results: PubChem BioAssay, Sanford-Burnham Center for Chemical Genomics
